CHRM4 antagonist: antagonists of human muscarinic M4 receptor (CHRM4). P08173. CHO-hM4 cells, ACh EC80, Fluo-8 calcium fluorescence. inhibition, % at 3 µM. hit rate 0.73% among 360,000;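 active = inhibition above its plate's cutoff, the mean inhibition of sample wells plus 3 SD, cut at about 27% in these data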;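 note: 0% = acetylcholine EC80 with DMSO and 100% = DMSO without agonist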
Target sequence (P08173 whole entry, looked up): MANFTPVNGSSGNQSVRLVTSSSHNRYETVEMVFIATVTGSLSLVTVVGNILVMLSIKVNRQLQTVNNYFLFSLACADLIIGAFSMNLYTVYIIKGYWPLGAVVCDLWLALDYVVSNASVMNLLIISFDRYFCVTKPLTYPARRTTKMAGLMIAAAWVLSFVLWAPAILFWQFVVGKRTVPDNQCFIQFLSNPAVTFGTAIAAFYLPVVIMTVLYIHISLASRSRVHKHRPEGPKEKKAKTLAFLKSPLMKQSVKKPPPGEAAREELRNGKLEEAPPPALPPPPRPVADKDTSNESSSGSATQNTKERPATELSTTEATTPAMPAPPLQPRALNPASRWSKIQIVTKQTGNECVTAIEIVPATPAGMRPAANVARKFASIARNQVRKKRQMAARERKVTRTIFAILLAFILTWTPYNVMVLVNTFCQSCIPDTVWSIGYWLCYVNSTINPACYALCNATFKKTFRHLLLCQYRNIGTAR
CRFR2-BP antag: CRF-BP/CRF-R2 complex antagonism; HEK293 CRF-R2/CRF-BP, CRF-induced calcium fluorescence; inhibition, % at 11.8 µM; hit rate 0.59% among 350,000;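 active = inhibition of the ligand-induced calcium signal above about 50% at the single tested concentration, limit read from the data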
CRFR2-BP ag: CRF-BP/CRF-R2 complex agonism. HEK293 CRF-R2/CRF-BP, calcium dye fluorescence (FLIPR); percent of saturating CRF peptide response. activation, % at 13.2 µM. hit rate 0.46% among 350,000. AID 588473;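 active = activation of at least 50%, plus an integration ratio under a set limit after plate pattern correction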;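 note: plate controls were neutral control wells without compound for no effect and CRF at EC100 for full effect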
CHRM5 PAM: positive allosteric modulators of human muscarinic M5 receptor | P08912 | CHO-K1 hM5, Fluo-8 calcium, ACh EC20 PAM; 0% = ACh EC20, 100% = ACh EC100 | activation, % at 3 µM | hit rate 0.3% among 360,000 | AID 624038;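 active = activation above the run cutoff, the mean activation of all test compounds plus 3 SD, cut at about 18% in these data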
Target sequence (P08912 whole entry, looked up): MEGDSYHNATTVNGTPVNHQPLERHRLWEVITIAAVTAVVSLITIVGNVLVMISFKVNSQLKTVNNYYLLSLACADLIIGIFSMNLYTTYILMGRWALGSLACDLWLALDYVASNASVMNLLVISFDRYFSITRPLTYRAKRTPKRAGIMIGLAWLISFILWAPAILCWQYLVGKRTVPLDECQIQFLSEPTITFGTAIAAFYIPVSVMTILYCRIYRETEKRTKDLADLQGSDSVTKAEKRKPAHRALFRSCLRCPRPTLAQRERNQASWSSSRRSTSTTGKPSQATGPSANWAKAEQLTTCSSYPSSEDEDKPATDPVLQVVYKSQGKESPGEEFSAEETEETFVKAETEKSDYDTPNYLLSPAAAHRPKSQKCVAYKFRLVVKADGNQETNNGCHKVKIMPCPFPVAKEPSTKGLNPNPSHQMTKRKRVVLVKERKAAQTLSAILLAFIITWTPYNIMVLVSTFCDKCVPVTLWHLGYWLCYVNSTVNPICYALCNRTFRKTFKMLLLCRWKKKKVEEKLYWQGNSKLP
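system = human M5 receptor in CHO-K1 cells | reagent = EC20 acetylcholine as agonist stimulus | compound dosing = single-point, 3 µM nominal | incubation = Fluo-8 loading 80 min at 37 °C plus 30 min room temperature | detection = Fluo-8 calcium dye fluorescence, kinetic read | benchmarks = low control EC20 acetylcholine (0%), high control EC100 acetylcholine (100%)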
IDE cell inh: cellular human IDE inhibition; P14735; HEK cells, FAbetaB cleavage, fluorescence polarization; inhibition, % at 5.59 µM; hit rate 0.41% among 320,000; AID 434962;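 active = percent inhibition above the average of all tested compounds plus 3 SD, set per screening campaign, cut at about 16% in these data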;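 note: IDE supplied by intact live HEK cells; FP after avidin binding of uncleaved biotin substrate so inhibition keeps polarization high; 0% = DMSO wells and 100% = 60 µM reference IDE inhibitor Ii1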
CHRM4 PAM: CHRM4 positive allosteric modulation; P08173; CHO-K1 hM4/Gqi5, Fluo-8 calcium fluorescence, ACh EC20; 0% = ACh EC20, 100% = maximal ACh; activation, % at 3 µM; hit rate 0.4% among 360,000;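 active = activation above its plate's cutoff, the mean activation of sample wells plus 3 SD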; note: some results filed as inactive read as strong as hits
M5 ag: agonists of human muscarinic M5 receptor (CHRM5); AID 624037; CHO-K1 hM5 cells, Fluo-8 calcium fluorescence; 0% DMSO wells, 100% maximal acetylcholine response; hit rate 0.19% among 360,000; activation, % at 3 µM;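 active = activation above the run's mean over test compounds plus 3 SD, cut at about 23% in these data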;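 note: signal is peak over basal fluorescence ratio across the kinetic read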
M5 antag: CHRM5 antagonism in calcium assay | P08912 | CHO-hM5 cells, Fluo-8 calcium fluorescence, ACh EC80 | inhibition, % at 3 µM | hit rate 0.59% among 360,000 | AID 624040;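 active = inhibition above a per-plate cutoff, the mean of that plate's test compounds plus 3 SD, cut at about 27% in these data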;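 note: 0% = acetylcholine EC80 with DMSO and 100% = DMSO without agonist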
M4 ag: CHRM4 agonism in calcium assay; P08173; CHO-K1 hM4/Gqi5, Fluo-8 calcium fluorescence; vehicle 0%, full acetylcholine response 100%; activation, % at 3 µM; hit rate 0.14% among 360,000; AID 624127;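 active = activation above the run mean over all test wells plus 3 SD, cut at about 32% in these data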;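 note: peak over basal fluorescence ratio per well then scaled between controls; 0% = DMSO wells and 100% = acetylcholine at EC100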
An asterisk follows results filed as active. Compounds were not picked by outcome. Share with any hit: about 2.9%.

CCN(CCNC(=O)CN(C)S(=O)(=O)c1cccc2nsnc12)c1ccccc1 was read as CHRM4 antagonist -1, CRFR2-BP antag 0, CRFR2-BP ag -0.2, CHRM5 PAM -16, IDE cell inh 0, CHRM4 PAM -7, M5 ag 3, M5 antag 8 and M4 ag 20.
Screening Cc1ccc(S(=O)(=O)NCC(=O)N(CC(=O)NC2CCCC2)c2ccc3c(c2)OCCO3)cc1 returned CHRM4 antagonist -7, CRFR2-BP antag -32, CRFR2-BP ag -8.7, CHRM5 PAM -3, CHRM4 PAM 7, M5 ag -4, M5 antag 1 and M4 ag 1.
For CCOC(=O)C1=C(N)Oc2c(oc(CO)cc2=O)C1c1ccc(F)cc1 (stereo not given) the results were CHRM4 antagonist -12, CRFR2-BP antag 6, CRFR2-BP ag -3.8, CHRM5 PAM 0, IDE cell inh 5, CHRM4 PAM 10, M5 ag -1, M5 antag 2 and M4 ag 2.
Cc1cccc(C2Nc3cccc4cccc(c34)N2)c1 was read as CHRM4 antagonist -7, CRFR2-BP antag 8, CRFR2-BP ag -0.9, CHRM5 PAM -2, IDE cell inh 2, CHRM4 PAM 3, M5 ag 4, M5 antag 4 and M4 ag 0.
For CCOC(=O)COc1nc(-c2ccc(Cl)cc2)cc(-c2ccco2)c1C#N the results were CHRM4 antagonist 9, CRFR2-BP antag -3, CRFR2-BP ag 3.2, CHRM5 PAM 9, IDE cell inh 5, CHRM4 PAM -3, M5 ag 3, M5 antag -14 and M4 ag 0.
Screening COc1ccc(CCNC(=O)CCn2c(=O)c3cccn3c3cccnc32)cc1OC returned CHRM4 antagonist 12, CRFR2-BP antag -1, CRFR2-BP ag -0.4, CHRM5 PAM -3, IDE cell inh 2, CHRM4 PAM -3, M5 ag -1, M5 antag 1 and M4 ag 3.
Screening CC(=O)c1c(C)nn(-c2ccccc2)c1C returned CHRM4 antagonist -1, CRFR2-BP antag -18, CRFR2-BP ag 0.3, CHRM5 PAM 4, IDE cell inh -1, CHRM4 PAM 7, M5 ag -4, M5 antag 4 and M4 ag 0.
Screening COc1ccc(/C(O)=C/C(=O)C(=O)NNC(=O)C(O)(c2ccccc2)c2ccccc2)cc1 returned CHRM4 antagonist 0, CRFR2-BP antag 20, CRFR2-BP ag -3.4, CHRM5 PAM 0, IDE cell inh 7, CHRM4 PAM 4, M5 ag 1, M5 antag -3 and M4 ag 1.
Screening CCn1c(COc2cccc3cccnc23)nnc1SCC(=O)OC returned CHRM4 antagonist 2, CRFR2-BP antag 9, CRFR2-BP ag -1.9, CHRM5 PAM -7, IDE cell inh 0, CHRM4 PAM 0, M5 ag -1, M5 antag 10 and M4 ag 2.
For CC(=O)c1cccc(NC(=S)Nc2ccn(Cc3cccc4ccccc34)n2)c1 the results were CHRM4 antagonist -8, CRFR2-BP antag -13, CRFR2-BP ag 0.2, CHRM5 PAM 5, IDE cell inh 0, CHRM4 PAM 4, M5 ag 5, M5 antag 3 and M4 ag 1.
COCCCNC(=O)CC(NS(=O)(=O)c1ccc(C)cc1)c1ccco1 (stereo not given) was read as CHRM4 antagonist 0, CRFR2-BP antag 1, CRFR2-BP ag 0.7, CHRM5 PAM 8, IDE cell inh -1, CHRM4 PAM 4, M5 ag -2, M5 antag 0 and M4 ag 0.
Screening CCOc1ccc(S(=O)(=O)NC(C)C(=O)NC2CCCC2)cc1 (stereo not given) returned CHRM4 antagonist -11, CRFR2-BP antag -5, CRFR2-BP ag -2.3, CHRM5 PAM -5, IDE cell inh -1, CHRM4 PAM 11, M5 ag -5, M5 antag 18 and M4 ag 1.
Screening Nn1c(SCC(=O)NC2CCCC2)nnc1-c1ccccc1F returned CHRM4 antagonist 5, CRFR2-BP antag -23, CRFR2-BP ag 2.1, CHRM5 PAM 2, IDE cell inh -1, CHRM4 PAM 0, M5 ag -2, M5 antag 0 and M4 ag 0.
Screening C1=CC2C3C=CC(C3)C2C1 (stereo not given) returned CHRM4 antagonist 0, CRFR2-BP antag 16, CRFR2-BP ag -0.2, CHRM5 PAM 4, IDE cell inh 2, CHRM4 PAM -2, M5 ag 1, M5 antag -1 and M4 ag 3.
For CN(Cc1nc(Cc2ccccc2F)no1)CC1(N2CCOCC2)CCCCC1 the results were CHRM4 antagonist -10, CRFR2-BP antag 1, CRFR2-BP ag -1.3, CHRM5 PAM 0, IDE cell inh -4, CHRM4 PAM 1, M5 ag 1, M5 antag 9 and M4 ag 4.
For OCCCNc1ncnc2c1ncn2[C@H]1CN(Cc2ccc(-c3ccccc3)cc2)C[C@@H](CO)O1 the results were CHRM4 antagonist -11, CHRM5 PAM -4, CHRM4 PAM 0, M5 ag 2, M5 antag 0 and M4 ag 7.
COC(=O)c1ccc(CNC(=O)CSc2nc3ccccc3[nH]2)cc1 was read as CHRM4 antagonist -5, CRFR2-BP antag -6, CRFR2-BP ag 0.0, CHRM5 PAM 0, IDE cell inh 1, CHRM4 PAM 1, M5 ag -3, M5 antag 5 and M4 ag 1.
`OC(COc1cc(Cl)c(Cl)cc1Cl)CN1CCN(c2ncccn2)CC1` (stereo not given) gave CHRM4 antagonist -4, CRFR2-BP antag -53, CRFR2-BP ag -2.3, CHRM5 PAM 1, IDE cell inh 5, CHRM4 PAM -1, M5 ag 1, M5 antag -3 and M4 ag 1.
Screening Cc1cccc(CSc2ncccc2C(=O)O)c1 returned CHRM4 antagonist 0, CRFR2-BP antag 7, CRFR2-BP ag -3.6, CHRM5 PAM -2, IDE cell inh 11, CHRM4 PAM 11, M5 ag -1, M5 antag 0 and M4 ag 0.
Screening NC(=O)c1ccc(S(=O)(=O)N2CCSCC2)cc1 returned CHRM4 antagonist -6, CRFR2-BP antag 1, CRFR2-BP ag 0.4, CHRM5 PAM 1, IDE cell inh 2, CHRM4 PAM -1, M5 ag 1, M5 antag 5 and M4 ag 1.
Screening O=c1c2ccccc2nc2oc3ccccc3n12 returned CHRM4 antagonist -2, CRFR2-BP antag 7, CRFR2-BP ag 0.2, CHRM5 PAM 4, IDE cell inh -4, CHRM4 PAM 2, M5 ag -3, M5 antag 5 and M4 ag 1.
CCN(Cc1nc2ccccc2c(=O)[nH]1)C(=O)c1cc(C2CC2)nn1-c1ccccc1 was read as CHRM4 antagonist 0, CRFR2-BP antag 6, CRFR2-BP ag -2.3, CHRM5 PAM -9, IDE cell inh 1, CHRM4 PAM -8, M5 ag 1, M5 antag 9 and M4 ag 15.
For O=C(CSc1ccc2ccccc2c1)Nc1ccc(S(=O)(=O)Nc2nccs2)cc1 the results were CHRM4 antagonist -4, CRFR2-BP antag -3, CRFR2-BP ag 0.1, CHRM5 PAM -1, IDE cell inh -1, CHRM4 PAM 0, M5 ag -3, M5 antag 1 and M4 ag 1.
Screening Cn1nc(Cc2cccc3ccccc23)c(C#N)c1N returned CHRM4 antagonist 3, CRFR2-BP antag 0, CRFR2-BP ag -1.0, CHRM5 PAM 10, IDE cell inh -6, CHRM4 PAM 10, M5 ag 5, M5 antag -4 and M4 ag 1.
CCOC(=O)c1ccc(CN2CCCC(C)(C(=O)NCCOC)C2)cc1 (stereo not given) was read as CHRM4 antagonist 11, CHRM5 PAM -1, CHRM4 PAM -6, M5 ag -1, M5 antag 5 and M4 ag 0.
Screening C#CCN(C)Cc1ccccc1 returned CHRM4 antagonist -2, CRFR2-BP antag -24, CRFR2-BP ag -0.9, CHRM5 PAM 0, IDE cell inh 4, CHRM4 PAM 0, M5 ag 1, M5 antag -3 and M4 ag 2.
CCOc1ccc(NC(=O)CN(C)Cc2ccc3c(c2)OCO3)cc1S(=O)(=O)N1CCCC1 was read as CHRM4 antagonist 5, CRFR2-BP antag 6, CRFR2-BP ag -0.9, CHRM5 PAM -4, IDE cell inh -1, CHRM4 PAM 0, M5 ag -1, M5 antag 12 and M4 ag 8.
CC(=O)NC(=S)Nc1ccc(S(=O)(=O)Nc2ncccn2)cc1 was read as CHRM4 antagonist 6, CRFR2-BP antag 6, CRFR2-BP ag -0.4, CHRM5 PAM 2, IDE cell inh 5, CHRM4 PAM 11, M5 ag -4, M5 antag 10 and M4 ag 1.
`CS(=O)(=O)N(CC(=O)Nc1cccc(Cl)c1)c1ccccc1Cl` gave CHRM4 antagonist 2, CRFR2-BP antag -2, CRFR2-BP ag -0.4, CHRM5 PAM -7, IDE cell inh -3, CHRM4 PAM 1, M5 ag -2, M5 antag 1 and M4 ag 2.
Screening O=C(CSc1cccc2cccc(Cl)c12)NCc1cccs1 returned CHRM4 antagonist 5, CRFR2-BP antag -21, CRFR2-BP ag -0.5, CHRM5 PAM -4, IDE cell inh 3, CHRM4 PAM -7, M5 ag -6, M5 antag -2 and M4 ag 1.
Screening CC(C)(C)c1cc2nc(NCc3cccc(Cl)c3)ccn2n1 returned CHRM4 antagonist 7, CHRM5 PAM -1, CHRM4 PAM -4, M5 ag -1, M5 antag 3 and M4 ag 1.
`Cc1ccc(/C=C2/Sc3ccc(C(=O)NCc4ccccn4)cc3NC2=O)cc1` gave CHRM4 antagonist 11, CRFR2-BP antag -20, CRFR2-BP ag 3.7, CHRM5 PAM 0, IDE cell inh 2, CHRM4 PAM -5, M5 ag -2, M5 antag -3 and M4 ag 0.
For COc1cccc(CNC(=O)Cn2cc([N+](=O)[O-])cn2)c1 the results were CHRM4 antagonist 2, CRFR2-BP antag 10, CRFR2-BP ag -3.6, CHRM5 PAM 0, IDE cell inh 1, CHRM4 PAM 1, M5 ag 1, M5 antag -1 and M4 ag 0.
COc1ccc(NC(=O)COc2ccc(-c3ccccc3)cc2)cc1 was read as CHRM4 antagonist 1, CRFR2-BP antag -4, CRFR2-BP ag 0.7, CHRM5 PAM -3, IDE cell inh 12, CHRM4 PAM 6, M5 ag 3, M5 antag 9 and M4 ag 0.
For CC(C)N(Cc1ccccc1)C(=O)COC(=O)c1ccc(O)cc1 the results were CHRM4 antagonist -14, CRFR2-BP antag 1, CRFR2-BP ag -0.9, CHRM5 PAM 1, IDE cell inh 5, CHRM4 PAM -3, M5 ag 5, M5 antag -5 and M4 ag 7.
For Cc1nc2ccc(C(=O)N3c4ccccc4N=C(c4ccc(C(F)(F)F)cc4)C3C(=O)NC(C)(C)C)cc2[nH]1 (stereo not given) the results were CHRM4 antagonist -12, CHRM5 PAM -4, CHRM4 PAM 15, M5 ag -4, M5 antag 7 and M4 ag 0.
For CC(C)c1ccc(CN(C(=O)/C=C/c2ccco2)C2CCS(=O)(=O)C2)cc1 (stereo not given) the results were CHRM4 antagonist 0, CRFR2-BP antag -12, CRFR2-BP ag -0.1, CHRM5 PAM -7, IDE cell inh -3, CHRM4 PAM -10, M5 ag 1, M5 antag 4 and M4 ag 0.
For CCOc1ccc(C(=O)NNC(=O)CCNC(=O)c2ccc(Br)cc2)cc1OC the results were CHRM4 antagonist 1, CRFR2-BP antag -4, CRFR2-BP ag -0.5, CHRM5 PAM 7, IDE cell inh -5, CHRM4 PAM 3, M5 ag 0, M5 antag 5 and M4 ag 1.
C=C(C)CSc1nc2sc3c(c2c(=O)n1C1CCCCC1)CCN(C)C3 was read as CHRM4 antagonist 14, CRFR2-BP antag -11, CRFR2-BP ag 6.3, CHRM5 PAM -12, IDE cell inh 0, CHRM4 PAM -23, M5 ag -19, M5 antag 24 and M4 ag 0.

Screens as filed in PubChem BioAssay.
